Assay outcomes deposited in PubChem BioAssay by The Scripps Research Institute Molecular Screening Center.
MITF inh – inhibitors of human MITF; O75030; AlphaScreen MITF homodimerization, bead proximity signal; inhibition, % at 2.6 µM; actives 0.91% (n = 650,000); AID 1259374; in the data active = inhibition above about 50%;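 note: 0% = vehicle wells with protein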
Target sequence (O75030 whole entry, looked up): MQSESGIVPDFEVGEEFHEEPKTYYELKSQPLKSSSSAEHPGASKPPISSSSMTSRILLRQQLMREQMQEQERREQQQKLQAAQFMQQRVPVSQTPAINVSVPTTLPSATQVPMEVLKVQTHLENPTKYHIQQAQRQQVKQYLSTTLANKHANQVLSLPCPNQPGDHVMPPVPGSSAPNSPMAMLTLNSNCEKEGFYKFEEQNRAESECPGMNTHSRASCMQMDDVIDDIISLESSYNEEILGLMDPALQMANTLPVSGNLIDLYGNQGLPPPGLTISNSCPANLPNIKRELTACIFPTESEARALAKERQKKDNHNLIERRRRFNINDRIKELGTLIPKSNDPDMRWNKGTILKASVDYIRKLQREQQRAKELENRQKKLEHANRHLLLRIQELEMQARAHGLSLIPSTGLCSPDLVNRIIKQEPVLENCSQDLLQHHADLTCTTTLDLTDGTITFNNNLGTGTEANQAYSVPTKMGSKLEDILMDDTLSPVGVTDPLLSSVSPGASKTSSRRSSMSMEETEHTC
GPR151 ag – activators of human GPR151; actives 1% (n = 650,000); activation, % at 11.2 µM; PathHunter beta-arrestin GPR151 cells, luminescence; in the data active = activation above about 4.9%;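 note: 0% = median of compound wells and 100% = cells with positive control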
Target sequence (Q8TDV0 whole entry, looked up): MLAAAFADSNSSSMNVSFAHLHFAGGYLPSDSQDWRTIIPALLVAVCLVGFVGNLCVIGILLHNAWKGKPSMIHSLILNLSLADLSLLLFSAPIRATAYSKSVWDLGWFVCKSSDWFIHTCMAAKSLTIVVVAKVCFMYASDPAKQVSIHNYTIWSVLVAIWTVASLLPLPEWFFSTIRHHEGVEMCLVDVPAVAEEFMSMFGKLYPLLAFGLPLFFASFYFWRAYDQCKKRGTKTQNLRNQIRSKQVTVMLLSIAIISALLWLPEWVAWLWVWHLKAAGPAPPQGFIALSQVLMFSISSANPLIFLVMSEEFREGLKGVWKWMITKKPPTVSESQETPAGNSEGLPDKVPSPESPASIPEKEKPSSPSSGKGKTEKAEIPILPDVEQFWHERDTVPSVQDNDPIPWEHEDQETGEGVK
FBW7 activator – human FBW7 E3 ligase activation, primary screen; Q969H0; AlphaScreen FBW7–phospho-cyclin E peptide binding, activator screen; normalized activity (activation), % at 26.1 µM; actives 0.13% (n = 650,000); AID 1259310; in the data active = normalized activity above about 1.9%;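 note: purified mutant Fbw7 with reduced substrate affinity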
TEAD-YAP inh – TEAD-YAP interaction inhibition; HEK-TIYL cells, TEAD-Gal4/YAP UAS-luciferase luminescence; actives 1.4% (n = 640,000); inhibition, % at 9.12 µM; in the data active = inhibition above about 32%;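 note: 0% = median of test compound wells and 100% = reference inhibitor wells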
* hit, by the source's call.

Preview (6 entries):
O=C(Cc1ccc(Cl)cc1)Nc1cccc(-c2ccc3nncn3n2)c1 was read as MITF inh -6, GPR151 ag -0.1, FBW7 activator 0.0 and TEAD-YAP inh -5.
For NS(=O)(=O)c1ccc2nc(NC(=O)c3ccc(S(=O)(=O)N4CCOCC4)cc3)sc2c1 the results were MITF inh 16, GPR151 ag 0.7, FBW7 activator 0.0 and TEAD-YAP inh -1.
`CNc1c([N+](=O)[O-])cnc(-[n+]2ccccc2)c1C#N` gave MITF inh 3, GPR151 ag 2.6, FBW7 activator -0.1 and TEAD-YAP inh -5.
Screening CCC(C)(C)C1CCc2c(sc(NC(=O)c3cnccn3)c2C(=O)OC)C1 (stereo unspecified) returned MITF inh -2, GPR151 ag -0.9, FBW7 activator 0.1 and TEAD-YAP inh -16.
Screening Cc1sc2ncn(CC(=O)NCc3ccco3)c(=O)c2c1C returned MITF inh 16, GPR151 ag -0.6, FBW7 activator 0.8 and TEAD-YAP inh -7.
Screening CCCOc1cccc(C(=O)Nc2ccc(C(=O)O)cc2)c1 returned MITF inh 13, GPR151 ag 0.4, FBW7 activator 0.8 and TEAD-YAP inh 9.

Main list, from the start:
O=C(Cc1ccc(Cl)cc1)Nc1cccc(-c2ccc3nncn3n2)c1 was read as MITF inh -6, GPR151 ag -0.1, FBW7 activator 0.0 and TEAD-YAP inh -5.
For NS(=O)(=O)c1ccc2nc(NC(=O)c3ccc(S(=O)(=O)N4CCOCC4)cc3)sc2c1 the results were MITF inh 16, GPR151 ag 0.7, FBW7 activator 0.0 and TEAD-YAP inh -1.
`CNc1c([N+](=O)[O-])cnc(-[n+]2ccccc2)c1C#N` gave MITF inh 3, GPR151 ag 2.6, FBW7 activator -0.1 and TEAD-YAP inh -5.
Screening CCC(C)(C)C1CCc2c(sc(NC(=O)c3cnccn3)c2C(=O)OC)C1 (stereo unspecified) returned MITF inh -2, GPR151 ag -0.9, FBW7 activator 0.1 and TEAD-YAP inh -16.
Screening Cc1sc2ncn(CC(=O)NCc3ccco3)c(=O)c2c1C returned MITF inh 16, GPR151 ag -0.6, FBW7 activator 0.8 and TEAD-YAP inh -7.
Screening CCCOc1cccc(C(=O)Nc2ccc(C(=O)O)cc2)c1 returned MITF inh 13, GPR151 ag 0.4, FBW7 activator 0.8 and TEAD-YAP inh 9.
Screening CCOC(=O)CSc1nc(N)c(C(=O)Nc2ccc(N(C)C)cc2)s1 returned MITF inh -3, GPR151 ag 0.0, FBW7 activator -0.1 and TEAD-YAP inh -1.
Screening Cc1n[nH]c(C)c1S(=O)(=O)NCCc1ccc(Cl)cc1 returned MITF inh 1, GPR151 ag 2.1, FBW7 activator -0.1 and TEAD-YAP inh -4.
COc1cc2nc3c4ccccc4n(C)c3nc2cc1OC was read as MITF inh 9, GPR151 ag 0.2, FBW7 activator 0.2 and TEAD-YAP inh -14.
Screening COc1ccc2cc(C)c3nn(CC(=O)NCC4CC4)c(=O)n3c2c1 returned MITF inh -20, GPR151 ag -0.2, FBW7 activator 0.1 and TEAD-YAP inh -10.
`COc1cccc(CCNC(=O)C2CC23CCN(Cc2cccc(OCCO)c2)CC3)c1` (stereo unspecified) gave MITF inh 5, GPR151 ag 0.4, FBW7 activator -0.1 and TEAD-YAP inh -4.
`Cc1cc(=O)[nH]c(N/N=C/c2c(C)[nH]c3ccccc23)n1` gave MITF inh -25, GPR151 ag -0.3, FBW7 activator 0.1 and TEAD-YAP inh 7.
For CC(C)C(=O)Nc1ccc2nn(-c3ccccc3)nc2c1 the results were MITF inh 5, GPR151 ag -0.7, FBW7 activator 0.1 and TEAD-YAP inh 46*.
For COC(=O)c1ccc(C(=O)Nc2ccc(C(=O)Nc3ccc(N(C)C)cc3)cc2)cc1 the results were MITF inh -11, GPR151 ag 1.5, FBW7 activator -0.1 and TEAD-YAP inh -8.
For COc1cccc(CCc2nnc(CCC(=O)NCCC3CCCCO3)o2)c1 (stereo unspecified) the results were MITF inh 9, GPR151 ag -0.4, FBW7 activator 0.1 and TEAD-YAP inh 6.
`O=C(O)c1cc(S(=O)(=O)N2CCC3(CC2)OCCO3)ccc1SCc1ccccc1Br` gave MITF inh 14, GPR151 ag 2.1, FBW7 activator 0.8 and TEAD-YAP inh 5.
For Cc1ccc(Cl)c(N=C2N=C(N)c3ccccc32)c1 the results were MITF inh 17, GPR151 ag 1.3, FBW7 activator 0.1 and TEAD-YAP inh 4.
Screening COc1ccnc(CN2CCCC(c3nc(C)ncc3-c3ccncc3)C2)c1OC (stereo unspecified) returned MITF inh -3, GPR151 ag 1.7, FBW7 activator 0.0 and TEAD-YAP inh 4.
Cc1ccc(S(=O)(=O)NCC(=O)OCc2ccc(Br)cc2)cc1 was read as MITF inh 16, GPR151 ag -1.5, FBW7 activator 0.7 and TEAD-YAP inh 8.
For Cc1ccc(Cn2c(SCC(=O)Nc3cc(C)[nH]n3)nc3ccsc3c2=O)cc1 the results were MITF inh 11, GPR151 ag -0.4, FBW7 activator 0.9 and TEAD-YAP inh -12.
CSc1nc2c(c(=O)n1-c1ccc(Cl)cc1)SCC2 was read as MITF inh 7, GPR151 ag 4.2, FBW7 activator 0.5 and TEAD-YAP inh -2.
`Cc1ccc(OCC(O)CN2C(C)CCCC2C)c(C)c1` (stereo unspecified) gave MITF inh 12, GPR151 ag -0.3, FBW7 activator 0.0 and TEAD-YAP inh 11.
O=C(N/N=C/c1ccc(O)cc1O)C1CC1c1ccccc1 (stereo unspecified) was read as MITF inh 5, GPR151 ag -0.8, FBW7 activator -0.4 and TEAD-YAP inh 5.
CC(=O)Nc1cccc(NC(=O)Cn2cnc3c(nnn3Cc3ccccc3F)c2=O)c1 was read as MITF inh 12, GPR151 ag -0.1, FBW7 activator 0.0 and TEAD-YAP inh 5.
`CCCCNC(=O)C(CC)Sc1nnc(-c2ccccc2)c(-c2ccccc2)n1` (stereo unspecified) gave MITF inh 8, GPR151 ag 5.5*, FBW7 activator -0.1 and TEAD-YAP inh 1.
`CCCCNc1ncnc2c1cnn2-c1ccc(Cl)cc1` gave MITF inh 0, GPR151 ag 0.8, FBW7 activator -0.2 and TEAD-YAP inh -54.
Screening O=C(Nc1nnc(SCc2cc(=O)c(OC(=O)C3CCCC3)co2)s1)C1CC1 returned MITF inh 35, GPR151 ag 1.4, FBW7 activator 0.0 and TEAD-YAP inh 0.
For COC(=O)CSc1nnc(-c2cccnc2)n1-c1ccc(C)cc1 the results were MITF inh 4, GPR151 ag -1.0, FBW7 activator -0.1 and TEAD-YAP inh -16.
Screening CC(C)(C)NS(=O)(=O)c1ccc(CCC(=O)Nc2ccc3c(c2)OCCO3)cc1 returned MITF inh -3, GPR151 ag -0.1, FBW7 activator 0.1 and TEAD-YAP inh 4.
COc1ccc(CN(C)CC(=O)Nc2ccc(C(N)=O)cc2)c(OC)c1OC was read as MITF inh -5, GPR151 ag 5.0*, FBW7 activator -0.2 and TEAD-YAP inh 1.
`Cc1ccc(/C(O)=C2\C(=O)C(=O)N(c3nnc(C)s3)C2c2ccc(F)cc2)cc1` (stereo unspecified) gave MITF inh -33, GPR151 ag 2.3, FBW7 activator 0.3 and TEAD-YAP inh -33.
Screening O=C(Cn1nnc(-c2ccccc2F)n1)NCc1ccc(F)cc1 returned MITF inh 7, GPR151 ag 4.0, FBW7 activator -0.1 and TEAD-YAP inh -7.
`CN(C)c1ccc(NC(=O)CSc2nnc(NC(=O)CC(C)(C)C)s2)cc1` gave MITF inh 6, GPR151 ag 0.0, FBW7 activator 0.8 and TEAD-YAP inh 3.
COc1ccc(C(=O)Nc2ccc(-c3nc4ccccc4s3)c(O)c2)cc1Br was read as MITF inh -6, GPR151 ag -0.8, FBW7 activator 0.0 and TEAD-YAP inh -51.
Screening CCC1(c2ccccc2)C(=O)Nc2cc(F)ccc21 (stereo unspecified) returned MITF inh -11, GPR151 ag 0.1, FBW7 activator 0.1 and TEAD-YAP inh -6.
NC1(C(=O)O)CCCCC1 was read as MITF inh 13, GPR151 ag 2.4, FBW7 activator 0.0 and TEAD-YAP inh 4.
COc1cc(/C=C/C(=O)c2ccc(O)cc2O)ccc1O was read as MITF inh 6, GPR151 ag 4.3, FBW7 activator 0.1 and TEAD-YAP inh 7.
`CCC(=O)Nc1ccc(N2CCN(Cc3ccccc3)CC2)cc1` gave MITF inh 6, GPR151 ag -0.1, FBW7 activator 0.1 and TEAD-YAP inh -6.
`Cc1ccc2[nH]c(C)c(CN3CC4(C)CC3CC(C)(C)C4)c(=O)c2c1` (stereo unspecified) gave MITF inh 7, GPR151 ag 0.8, FBW7 activator 0.0 and TEAD-YAP inh 5.
Screening CC1(C(=O)O)OCc2ccccc2-n2cccc21 (stereo unspecified) returned MITF inh 2, GPR151 ag 0.1, FBW7 activator -0.4 and TEAD-YAP inh -4.
For Cn1c(=N)sc2c3ccccc3ccc21 the results were MITF inh 5, GPR151 ag 1.4, FBW7 activator 0.0 and TEAD-YAP inh -7.
`O=C(CSc1ncn[nH]1)Nc1ccccc1[N+](=O)[O-]` gave MITF inh 11, GPR151 ag -0.9, FBW7 activator 0.0 and TEAD-YAP inh 3.
Screening NNC(=O)c1cc(C23CC4CC(CC(C4)C2)C3)[nH]n1 returned MITF inh 7, GPR151 ag 1.2, FBW7 activator -0.1 and TEAD-YAP inh -6.
Screening COc1ccc(N2C(=O)c3ccc(Oc4ccc(Nc5ncnc6sc7c(c56)CCCC7)cc4)cc3C2=O)cc1OC returned MITF inh 10, GPR151 ag 0.8, FBW7 activator -0.1 and TEAD-YAP inh 9.
CCN(CC)S(=O)(=O)c1cccc(N=Nc2c(C)nn(-c3ccccc3)c2N)c1 was read as MITF inh 17, GPR151 ag -0.5, FBW7 activator 0.0 and TEAD-YAP inh 10.
For COCCCn1c(=O)[nH]c2ncc(-c3cccc(OC(F)(F)F)c3)nc21 the results were MITF inh 1, GPR151 ag 1.1, FBW7 activator 0.0 and TEAD-YAP inh -3.
`Cn1c(-c2ccc(Cl)cc2)csc1=Nc1cccc(S(=O)(=O)N2CCOCC2)c1` gave MITF inh 19, GPR151 ag -1.3, FBW7 activator 0.1 and TEAD-YAP inh 7.
Cc1nn2c([N+](=O)[O-])c(C)[nH][n+]2c1C(=O)O was read as MITF inh 14, GPR151 ag 0.4, FBW7 activator -0.1 and TEAD-YAP inh 12.
O=C(Cn1nc(-c2cccc(F)c2)n(-c2ccncc2)c1=O)NC1CC1 was read as MITF inh -2, GPR151 ag 1.2, FBW7 activator 0.0 and TEAD-YAP inh -4.
Screening O=C(Nc1nccs1)c1cccc(N2C(=O)C3C4C=CC(C4)C3C2=O)c1 (stereo unspecified) returned MITF inh 18, GPR151 ag 0.9, FBW7 activator 0.0 and TEAD-YAP inh 5.
`CCOc1cc(C=C2C(=O)N(C)C(=S)N(C)C2=O)cc(Cl)c1O` gave MITF inh 11, GPR151 ag 0.2, FBW7 activator 0.0 and TEAD-YAP inh 9.
`COCCCN1C(=O)CC(CC(=O)NCC(C)(C)CO)(c2ccccc2)C1=O` (stereo unspecified) gave MITF inh -2, GPR151 ag 1.0, FBW7 activator 0.0 and TEAD-YAP inh -1.
`CCc1nn(CC(=O)NCCN(CC)CC)c(=O)c2ccccc12` gave MITF inh -4, GPR151 ag -1.0, FBW7 activator -0.1 and TEAD-YAP inh 1.
COc1ccc(N(CC(=O)N2CCCCCC2)S(=O)(=O)c2ccc(C)cc2)cc1Cl was read as MITF inh 7, GPR151 ag 1.5, FBW7 activator -0.1 and TEAD-YAP inh 7.
`O=C(O)c1ccc(NCN2C(=O)c3ccc([N+](=O)[O-])cc3C2=O)cc1` gave MITF inh -5, GPR151 ag 0.7, FBW7 activator -0.3 and TEAD-YAP inh -4.
For Cc1nc2sc3c(c2c2nn(CC(=O)NC4CCCC4)c(=O)n12)CCC(C)C3 (stereo unspecified) the results were MITF inh 6, GPR151 ag 1.7, FBW7 activator 0.0 and TEAD-YAP inh 4.
`CCOC(=O)Cc1c(-c2ccccc2)c2cc(Br)ccc2[nH]c1=O` gave MITF inh 16, GPR151 ag 0.3, FBW7 activator 0.1 and TEAD-YAP inh 1.
For Cc1ccccc1OCC(=O)NNC(=O)c1ccco1 the results were MITF inh 12, GPR151 ag 2.6, FBW7 activator 0.1 and TEAD-YAP inh -5.
`COc1cc(NC(=O)c2ccc([N+](=O)[O-])cc2[N+](=O)[O-])c(OC)cc1Cl` gave MITF inh 8, GPR151 ag -0.5, FBW7 activator 0.0 and TEAD-YAP inh 25.
For O=C1CC(c2ccccc2)C(=O)N1c1nc2ccccc2s1 (stereo unspecified) the results were MITF inh -1, GPR151 ag 0.8, FBW7 activator -0.1 and TEAD-YAP inh 3.
For COc1ccc(CN(Cc2ccccn2)S(=O)(=O)c2ccc(F)cc2F)cc1OC the results were MITF inh 4, GPR151 ag -0.2, FBW7 activator 0.2 and TEAD-YAP inh 5.
Clc1ccc(OCCCNC2CCCC2)cc1 was read as MITF inh -25, GPR151 ag -0.7, FBW7 activator 0.0 and TEAD-YAP inh -1.
Screening Cc1ccc(-c2c(C)nn3c(N4CCNCC4)cc(C)nc23)cc1 returned MITF inh 3, GPR151 ag -0.9, FBW7 activator 0.8 and TEAD-YAP inh 7.
CNc1ccccc1C(=O)OCC(=O)c1cccc2ccccc12 was read as MITF inh -21, GPR151 ag 3.6, FBW7 activator -0.2 and TEAD-YAP inh -17.
